Bioassay records deposited in PubChem BioAssay by several laboratories.
Rv3671c inh: Rv3671c serine protease inhibitors, primary screen, biochemical, fluorescence polarization, M. tuberculosis H37Rv; inhibition, % at 5.96 µM; P9WHR9; hit rate 0.048% among 320,000; in the data active = inhibition above about 38%;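 also: extracellular domain of Rv3671c used as enzyme; 0% = enzyme with DMSO and 100% = no enzyme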
Target sequence (P9WHR9 whole entry, looked up, the tested form may be a part): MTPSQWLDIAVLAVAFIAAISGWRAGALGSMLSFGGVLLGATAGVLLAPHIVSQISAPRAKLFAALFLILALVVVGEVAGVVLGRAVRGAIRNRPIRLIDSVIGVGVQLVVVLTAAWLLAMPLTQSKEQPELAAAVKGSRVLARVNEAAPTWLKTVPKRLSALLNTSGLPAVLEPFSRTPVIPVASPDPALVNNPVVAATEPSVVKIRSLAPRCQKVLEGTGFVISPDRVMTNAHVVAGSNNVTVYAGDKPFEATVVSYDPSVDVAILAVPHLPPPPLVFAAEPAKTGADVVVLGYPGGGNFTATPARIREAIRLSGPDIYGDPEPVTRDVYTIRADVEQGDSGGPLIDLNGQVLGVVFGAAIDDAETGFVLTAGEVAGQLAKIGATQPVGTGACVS
MazEF act: activators of E. coli MazEF toxin-antitoxin RNase, primary screen, biochemical, fluorescence, uHTS; hit rate 0.32% among 350,000; Endoribonuclease toxin MazF (Escherichia coli (strain K12)), P0AE70; activation, % at 20 µM; FAM/BHQ RNA-DNA oligo cleavage fluorescence, 5 h; in the data active = activation above about 50%
Target sequence (P0AE70 whole entry, looked up): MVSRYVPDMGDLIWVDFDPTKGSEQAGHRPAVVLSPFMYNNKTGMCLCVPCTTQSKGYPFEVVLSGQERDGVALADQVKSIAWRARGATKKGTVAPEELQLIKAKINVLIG
VHR inh abs: VHR1 phosphatase inhibitors, primary screen, biochemical, absorbance, uHTS | Dual specificity protein phosphatase 3 (Homo sapiens), P51452 | recombinant VHR phosphatase, pNPP absorbance | inhibition, % at 13.3 µM | hit rate 0.52% among 290,000 | AID 1654, 2009; in the data active = inhibition above about 50%; also: some compounds called inactive have numbers as strong as hits
Target sequence (P51452 whole entry, looked up): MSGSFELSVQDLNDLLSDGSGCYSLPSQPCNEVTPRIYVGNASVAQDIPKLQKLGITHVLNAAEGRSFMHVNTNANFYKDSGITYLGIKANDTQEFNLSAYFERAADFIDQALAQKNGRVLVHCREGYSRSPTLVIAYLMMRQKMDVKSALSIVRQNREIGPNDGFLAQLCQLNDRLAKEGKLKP
SSB-PriA inh: inhibitors of Klebsiella pneumoniae PriA binding to SSB C-terminal tail, primary screen, biochemical, AlphaScreen; PriA–SSB C-terminal tail interaction (Klebsiella pneumoniae); AlphaScreen SSBct-PriA binding, biotinylated peptide; inhibition, % at 33 µM; hit rate 0.6% among 430,000; in the data active = inhibition mostly above about 37%, no sharp cut-off; inactive = mostly below about 20%;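 also: plate controls were negative control peptide for no effect and reference peptide for full effect; strong numbers were not always called active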
PrPC surface inh: inhibitors of human cell surface prion protein PrPC, primary screen, cell-based, TR-FRET. inhibition, % at 13.8 µM. Major prion protein (Homo sapiens), P04156. hit rate 0.43% among 370,000. TR-FRET read-out; in the data active = inhibition above about 24%; also: 0% = median of the test wells and 100% = reference compound wells
CCHF vOTU inh: CCHFV vOTU protease inhibitors, primary screen, biochemical, Pep-AMC substrate, fluorescence. inhibition, % at 11.5 µM. AID 651958, 2012. hit rate 0.55% among 370,000. Crimean-Congo hemorrhagic fever virus L polyprotein viral ovarian tumor (vOTU) protease …; in the data active = inhibition above about 30%; also: 0% = vehicle wells with enzyme and 100% = no enzyme wells
BoNT F protease: BoNT/F light chain protease inhibitors, primary screen, biochemical, flow cytometry, MLPCN library | Multiplex microsphere protease cleavage assay | inhibition, % at 10 µM | hit rate 0.22% among 360,000 | AID 588497, 2011; in the data active = inhibition above about 35%, passing the limit was not always enough; inconclusive = no clear call, values can overlap the other calls; also: plate controls were buffer without enzyme for full effect and enzyme alone for no effect
BoNT-A LC inh2: BoNT/A light chain protease inhibitors, primary screen, biochemical, flow cytometry, MLPCN library; Botulinum neurotoxin type A light chain protease (Clostridium botulinum A str. ATCC 3502); multiplex microsphere protease substrate cleavage; inhibition, % at 10 µM; hit rate 0.17% among 360,000; AID 588499, 2011; also: plate controls were buffer without enzyme for full effect and enzyme alone for no effect
SARS 3CLpro inh: SARS-CoV 3CLpro protease inhibitors, primary screen, biochemical, quenched FRET | Replicase polyprotein 1ab (Severe acute respiratory syndrome coronavirus), P0C6X7 | recombinant SARS-CoV 3CLpro, quenched FRET peptide cleavage | inhibition, % at 6 µM | hit rate 0.14% among 290,000; in the data active = inhibition above about 12%
Anthrax LF prot: Bacillus anthracis LF protease inhibitors, primary screen, biochemical, multiplex microsphere, MLPCN library; Lethal factor (Bacillus anthracis), P15917; multiplex microsphere protease cleavage assay; inhibition, % at 10 µM; hit rate 0.12% among 360,000; AID 588501, 2011; also: plate controls were buffer without enzyme for full effect and enzyme alone for no effect
Starred values were filed as active, the others as inactive; u = inconclusive; x = not tested or not shown. Rule as the data show it, unless noted: active = inhibition above about 30%; inconclusive = no clear call, values can overlap the other calls; inactive = below that. This is a subset, so the mix of outcomes need not match the whole.

SMILES	Rv3671c inh	MazEF act	VHR inh abs	SSB-PriA inh	PrPC surface inh	CCHF vOTU inh	BoNT F protease	BoNT-A LC inh2	SARS 3CLpro inh	Anthrax LF prot
CN(CC1COc2ccccc2O1)C(=S)Nc1ccccc1F (centres undefined)	-4	-4	42	-10	2	4	-4	-0.7	-1	-3
CCC(NC(=O)Cc1c(C)c2cc3c(cc2oc1=O)OC(C)(C)CC3)C(=O)O (centres undefined)	2	10	9	-4	-5	-184	-5	-0.8	-2	-10
COc1ccc(C(=O)O)cc1NC(=S)NC(=O)C(c1ccccc1)c1ccccc1	-13	0	-3	15	-1	-4	6	1.0	7	3
COc1ccc(CNC(=O)C(=O)NCC2CCCN2S(=O)(=O)c2ccccc2)cc1 (centres undefined)	2	-1	x	-6	13	0	x	x	x	x
CCc1ccc(N=C2NC(=O)/C(=C/c3ccc(OCC(=O)O)c(OC)c3)S2)cc1	x	4	13	8	4	2	-20	1.5	4	21
COc1ccc(C(=O)Nn2cnc3ccccc3c2=O)cc1[N+](=O)[O-]	-2	8	26	6	-3	-3	-17	-1.5	1	14
O=C(COc1ncnc2sccc12)N1CCN(c2ccccc2)CC1	6	-5	1	5	13	-7	-2	0.2	-2	1
C=COCCn1c(-c2nonc2N)nc2ccccc21	-8	-2	19	-11	16	14	2	0.8	-3	2
O=C(C[C@@H]1C/C=C\CCCC(=O)OC[C@@H]2CCCN2C1=O)N[C@@H](CO)Cc1ccccc1	0	4	x	x	2	-4	-5	0.1	x	3
N#Cc1nc(COc2ccc(Cl)cc2)oc1N1CCCC1	1	-7	-8	30	0	5	-14	-2.5	3	-5
C/C(=N\O)C(=O)NCc1ccncc1	-7	4	25	x	-1	-2	u	0.5	7	1
Cc1ccccc1COc1ccc(/C=C(\C#N)C(N)=O)cc1	-6	9	13	-3	6	25	-1	-0.1	5	-1
Cc1cccc(NC(=O)/C(=C\c2ccco2)NC(=O)c2ccccc2)c1	-2	-6	-10	-7	-6	8	10	0.9	-4	3
CC(=O)c1ccc(S(=O)(=O)N(C)CC(=O)Nc2cccc(S(=O)(=O)N3CCCC3)c2)cc1	x	5	x	-3	-3	5	-1	-0.9	x	-6
COc1ccc(NC(=O)COc2cc(C)cc(C)c2)cc1S(=O)(=O)N1CCCCC1	-6	0	x	0	9	30*	-13	-10	x	-2

Retrieved one by one from the list above (6):
SMILES	Rv3671c inh	MazEF act	VHR inh abs	SSB-PriA inh	PrPC surface inh	CCHF vOTU inh	BoNT F protease	BoNT-A LC inh2	SARS 3CLpro inh	Anthrax LF prot
O=C(C[C@@H]1C/C=C\CCCC(=O)OC[C@@H]2CCCN2C1=O)N[C@@H](CO)Cc1ccccc1	0	4	x	x	2	-4	-5	0.1	x	3
Cc1cccc(NC(=O)/C(=C\c2ccco2)NC(=O)c2ccccc2)c1	-2	-6	-10	-7	-6	8	10	0.9	-4	3
CCC(NC(=O)Cc1c(C)c2cc3c(cc2oc1=O)OC(C)(C)CC3)C(=O)O (centres undefined)	2	10	9	-4	-5	-184	-5	-0.8	-2	-10
N#Cc1nc(COc2ccc(Cl)cc2)oc1N1CCCC1	1	-7	-8	30	0	5	-14	-2.5	3	-5
CN(CC1COc2ccccc2O1)C(=S)Nc1ccccc1F (centres undefined)	-4	-4	42	-10	2	4	-4	-0.7	-1	-3
COc1ccc(NC(=O)COc2cc(C)cc(C)c2)cc1S(=O)(=O)N1CCCCC1	-6	0	x	0	9	30*	-13	-10	x	-2

(listing goes on)
SMILES	Rv3671c inh	MazEF act	VHR inh abs	SSB-PriA inh	PrPC surface inh	CCHF vOTU inh	BoNT F protease	BoNT-A LC inh2	SARS 3CLpro inh	Anthrax LF prot
COc1ccccc1CN1C(=S)SC(C)(C)C1NO (centres undefined)	-1	6	5	-4	9	-1	-20	0.1	3	-5
CC(=O)CC(CC(=O)NC1CCCCC1)c1ccccc1 (centres undefined)	-2	7	x	3	-1	-9	1	0.1	x	0
COc1ccc(Br)cc1/C=N/NC(=O)c1ccc2nc[nH]c2c1	-17	30	7	x	-4	3	-3	-0.1	4	-4
Cc1nn(CC(=O)NCCc2ccco2)c(=O)c2nn(-c3ccccc3)c(C)c12	-26	-4	-8	1	-1	4	6	1.8	-3	-2
CC(=O)CCC1CC(c2ccc(Cl)cc2)=NO1 (centres undefined)	5	6	x	-7	-6	6	8	0.3	x	-3
CC(=O)N1CCN=C1SCc1cccc(Cl)c1	1	-11	9	-18	0	-2	-1	-4.0	-2	-1
Cc1ccccc1N(CC(=O)N1CCCCCC1)S(C)(=O)=O	-2	8	-14	-13	0	7	-11	-3.9	-4	12
CN1C(=O)CSC1=NCC12CC3CC(CC(C3)C1)C2	-3	2	-10	1	-5	-11	-4	0.0	4	-2
COc1ccccc1/C=C/C1(C(=O)NC2CCCC2)CC(=O)N1c1ccc(F)cc1 (centres undefined)	-13	-4	38	-18	0	-3	34	2.3	0	-5
COc1ccc(C)cc1S(=O)(=O)NCc1ccccn1	x	7	x	x	4	-2	1	-0.2	x	-5
CC(=O)Nc1ccc(NC(=O)C(C)OC(=O)CNC(=O)c2ccc(-c3ccccc3)cc2)cc1 (centres undefined)	-9	0	x	-22	-5	-2	-14	-4.9	x	-9
Cc1cc(C(C)(C)C)cc(S(=O)(=O)NCCc2ccncc2)c1C	4	-3	27	1	3	14	-4	-1.2	-2	-1
CCCn1c(SCC(=O)N2CCCCC2)nnc1-c1ccco1	4	-3	5	-10	3	-2	x	x	-2	x
COc1ccc(N(Cc2cc(=O)[nH]c3ccccc23)C(=O)C(C)C)cc1	4	7	-14	-6	3	9	-7	0.2	-2	-14
Nc1nc(Cl)cc(N2CCCC2)n1	-12	1	-1	-1	-1	3	-5	-1.2	-1	-7
CN(CCCNC(=O)c1cc2c(Cl)nc3ccccc3c2s1)Cc1ccccc1	-6	-2	-6	5	-5	2	-6	1.1	-5	-3
C#CCCc1cocc1/C=[N+](\[O-])c1ccc(C(=O)OCC)cc1	-13	-6	x	19	4	18	4	0.4	x	2
Clc1ccc(-c2nc(N3CCCCC3)nc3ccccc23)cc1	-6	-18	13	-4	-2	2	59*	32*	-5	16
COCCCNC(=O)c1ccccc1Sc1ccc(NC(C)=O)nc1	-4	1	31	-6	4	2	2	0.6	1	1
CCOC(=O)C(=O)N(C)c1c(CC)nc2c(OCc3cccc(Cl)c3)cccn12	x	x	x	x	9	1	-4	0.1	x	-6
Cc1cc(/C=C2/NC(=O)N(Cc3ccccc3F)C2=O)c(C)n1-c1ccccn1	-6	-15	-8	-5	-3	-2	-10	0.9	1	-2
NS(=O)(=O)c1cccc(NC(=O)COC(=O)Cn2cc(C(F)(F)F)ccc2=O)c1	3	2	x	-6	1	5	6	2.3	x	-1
CCN(CC)C(=O)c1cccc(-c2csc(C(O)c3ccc(OC)cc3)n2)c1 (centres undefined)	x	x	x	x	6	5	-4	0.3	x	-3
CCC(=O)NC(c1ccc(OC)cc1)c1cc(Cl)c2cccnc2c1O (centres undefined)	15	-1	-18	-7	-4	10	-7	0.5	4	2
Cn1c(Sc2ccc(Br)cc2)c(C=O)c2ccccc21	-7	-2	28	-12	7	-1	0	0.0	-3	6
CC(NC(=O)CCNS(=O)(=O)c1ccc2c(c1)oc(=O)n2C)c1ccccc1 (centres undefined)	5	9	0	-7	0	2	2	0.5	-1	-2
CCOC(=O)c1ccc(S(=O)(=O)N(CCO)Cc2cc3cc(OC)c(OC)cc3[nH]c2=O)cc1	0	9	1	-4	2	16	2	-0.1	0	6
Cc1c(C=NNC(=O)c2ccc(Br)cc2)c2ccccn2c1C(=O)c1ccncc1	-20	59*	x	11	-3	1	x	x	x	x
CC(C)OCCCNC(=O)c1cc(S(=O)(=O)N2CCc3ccccc32)cn1C	0	8	25	-3	-4	6	-12	-0.5	4	-15
CC(=O)N(C)C1(c2nnnn2CCOC(=O)Nc2ccc(Cl)cc2)CCCCC1	-11	-6	-10	-11	2	-4	-2	-0.5	-8	-6
O=C1C=C(NCc2ccccc2)CCC1	10	-1	5	-6	-1	0	4	0.3	2	3
COCCN(Cc1ccccc1)C(=O)Cc1ccc(OC)c(S(=O)(=O)N2CCOCC2)c1	-2	-2	x	-6	-1	4	-6	1.7	x	4
CCC(C(=O)Nc1ncccn1)(C(F)(F)F)C(F)(F)F	-5	-2	-9	-11	3	5	-2	-0.6	-1	-1
CC1CC(C)CN(C(=O)CSCC(=O)O)C1 (centres undefined)	0	10	16	9	-2	8	0	0.2	-3	-2
COc1ccc(Cl)cc1C(=O)NCc1ccc2c(c1)OCO2	10	-7	-12	-3	3	-11	x	x	1	x
O=c1[nH]c2cc3c(cc2cc1CN(Cc1ccccc1)Cc1nnnn1Cc1ccco1)OCCO3	x	49	36	7	-6	-3	0	0.7	-7	2
O=C(COC(=O)/C=C/c1ccc(F)cc1)Nc1ccccc1-c1ccccc1	0	10	8	-10	-1	-8	-4	0.1	-2	2
CCOC(=O)N1CCC(N2C(=O)c3ccc(C(=O)NCCC(C)C)cc3C2=O)CC1	-2	6	14	-11	-3	-10	-20	0.5	0	-10
COc1ccc(OC)c(S(=O)(=O)N(C)CC(=O)N2CCN(c3ccc(F)cc3)CC2)c1	-5	-1	2	-8	0	-7	-18	-2.5	9	-6
O=S1(=O)CCC(N2CCOCC2)C1 (centres undefined)	3	1	19	-6	-4	1	-4	u	0	-4
CC(C)c1ccc(NC2CCCN(C(=O)c3ccsc3)C2)cc1 (centres undefined)	-4	-8	10	14	-3	20	0	1.7	-1	-3
COC(=O)c1ccc(CSc2nc(-c3ccccc3)cs2)o1	2	-9	-6	-69	1	-6	-12	-1.7	-3	-6
CC(NCC(=O)Nc1ccccc1C(=O)NC1CC1)c1cccs1 (centres undefined)	0	-2	x	4	5	1	-4	-0.2	x	2
CC(C)(C)c1ccc(C(=O)NC2CCS(=O)(=O)C2)cc1 (centres undefined)	5	8	20	1	6	11	2	-0.4	-5	6
Cc1ccccc1CS(=O)(=O)Cc1ccc(C(=O)NCc2ccccn2)o1	9	-3	26	10	-2	-9	-4	-0.3	-2	-5
CCn1c(SCC(=O)N2CCCc3ccccc32)nnc1-c1ccco1	1	3	25	1	3	3	0	0.1	-2	-5
CCN(C(=O)CSc1nc2nc(C)cc(C)n2n1)c1cccc(C)c1	6	-2	13	3	1	-9	2	0.6	2	-2
COc1ccccc1NC(=O)NN1CCCCC1	-5	2	17	4	8	7	5	1.1	-4	-4
NC(=O)N/N=C/c1ccc([N+](=O)[O-])o1	5	-6	x	x	-33	11	-1	-0.3	x	4
Cc1nnc(SCc2ccc(F)cc2)s1	-1	4	18	-19	-2	0	u	0.7	1	-4
CCOC(=O)c1ccc(NS(=O)(=O)c2ccc(-c3coc(C)n3)cc2)cc1	-1	8	-6	-10	5	-1	2	-1.6	11	2
CN(C)c1ccc(NC(=O)Cc2ccccc2)c2ccccc12	-4	4	20	-16	-5	-12	15	-1.2	-1	21
COc1ccc(CCNC(=O)CN2CCN(Cc3ccccc3F)C2=O)cc1OC	6	6	-4	-12	3	5	3	0.0	1	-5
